Screening data deposited in PubChem BioAssay by National Center for Advancing Translational Sciences (NCATS).
Luc counter = counter-screen: inhibitors of Kinase-Glo firefly luciferase; 0.28% of 200,000 active; Kinase-Glo luciferase, ATP luminescence, 8 min; Q27757; Potency, µM (top dose mostly 38.3 µM), without a hit: at the top dose activity change, negative = inhibition, actives largely listed as inhibitors; note: potency is the fitted concentration of half-maximal effect; % is set by controls: 0 for no effect and ±100 for the full control effect; nearly all actives have a fitted effect of over 60% in size
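Luminescence was the read-out, taken after 8-minute incubation at ambient temperature. Luciferase turned over luciferin with 10 uM ATP in imidazole pH 7.2 buffer containing KCl, MgCl2, Tween 20 and BSA.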
CBFb-RUNX1 inh = blocks binding between human CBF-beta and RUNX1. Q01196+Q13951. AID 1477. AlphaScreen CBFb-His/RUNX1-biotin binding, biochemical. Potency, µM (top dose mostly 59.8 µM), inactives show at the highest dose activity, negative = inhibition, hits mostly inhibitors. 230,000 tested, under 10 active; note: % of control where 0% means no effect
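CBFb-His/RUNX1-biotin, 30 nM each, preincubated 20 min RT; compound 15 min RT; Ni + streptavidin beads 50 ng each, 90 min RT; AlphaScreen read.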
Epigenetic reg = epigenetic control regulation, reporter derepression; Potency, µM (top dose mostly 53.9 µM), for inactives: at the highest dose GFP activation, hits mostly activators; 0.2% of 280,000 active; murine LDR cells, GFP reporter derepression, 30 h; note: potency is the fitted concentration of half-maximal effect; % of control where 0% means no effect; nearly all actives have a fitted effect of over 60% in size
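Murine LDR cells carrying a silenced, genomically integrated CMV-driven GFP reporter were exposed to compound for 30 hours at 37 C. After PBS washes, GFP-positive cells (20–120 um objects) were counted by laser-scanning microplate cytometry.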
NPSR antagonist = blocks cAMP signaling of the human neuropeptide S receptor. 1% of 220,000 active. AID 1461. Potency, µM (top dose mostly 38.3 µM), inactives show top-dose activity change, negative = inhibition, hits mostly inhibitors. CHO-NPSR cells, cAMP TR-FRET, antagonist mode. Q6W5P4; note: potency is the fitted concentration of half-maximal effect; % is set by controls: 0 for no effect and ±100 for the full control effect; nearly all actives have a fitted effect of over 50% in size; many of its hits are not listed in these tables
IMPase Li inh = IMPase inhibition in cells with lithium potentiation; AID 1457; 0.35% of 210,000 active; CHO-M1 cells, IP1 TR-FRET (IP-One), carbachol + lithium; Potency, µM (titrated, usually from 59.4 µM), without a hit: top-dose activity, negative = IMPase inhibition, hits mostly inhibitors;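 note: IP1 builds up when IMPase is blocked and the TR-FRET signal falls; potency is the fitted concentration of half-maximal effect; plate controls were basal vehicle for no effect and high inhibitor control for full effect; nearly all actives have a fitted effect of over 50% in size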
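CHO cells stably expressing M1 receptor (2000/well, cultured 16–30 h) treated 30 min at 37C with compound plus low lithium. Cytosolic IP1 by TR-FRET (665/620 ratio and 620 channel) after 10 min lysis; AC50 by Hill fit.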
HttQ103 aggreg = mutant huntingtin aggregation inhibition; PC12 HttQ103-GFP aggregates, Acumen cytometry, 40 h; Potency, µM (series often up to 46.1 µM), without a hit: at the highest dose activity change, negative = inhibition, actives largely listed as inhibitors; 1.1% of 220,000 active; AID 1688; note: potency is the fitted concentration of half-maximal effect; % is set by controls: 0 for no effect and ±100 for the full control effect; nearly all actives have a fitted effect of over 60% in size
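Ecdysone-promoter PC12 model expressing HTT exon 1 Q103 fused to GFP, induced by tebufenozide at 100 nM final. Compounds titrated; aggregates sized 1–25 µm scored on a 488 nm laser cytometer.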
L3MBTL1 inh = blocks human L3MBTL1. Q9Y468. AlphaScreen L3MBTL1–H3K9me1 peptide binding. Potency, µM (highest dose often 57.1 µM), inactives show at the highest dose activity, negative = inhibition, hits mostly inhibitors. 0.66% of 230,000 active; note: potency is the fitted concentration of half-maximal effect; % is set by controls: 0 for no effect and ±100 for the full control effect; nearly all actives have a fitted effect of over 60% in size
Target sequence (Q9Y468 whole entry, looked up): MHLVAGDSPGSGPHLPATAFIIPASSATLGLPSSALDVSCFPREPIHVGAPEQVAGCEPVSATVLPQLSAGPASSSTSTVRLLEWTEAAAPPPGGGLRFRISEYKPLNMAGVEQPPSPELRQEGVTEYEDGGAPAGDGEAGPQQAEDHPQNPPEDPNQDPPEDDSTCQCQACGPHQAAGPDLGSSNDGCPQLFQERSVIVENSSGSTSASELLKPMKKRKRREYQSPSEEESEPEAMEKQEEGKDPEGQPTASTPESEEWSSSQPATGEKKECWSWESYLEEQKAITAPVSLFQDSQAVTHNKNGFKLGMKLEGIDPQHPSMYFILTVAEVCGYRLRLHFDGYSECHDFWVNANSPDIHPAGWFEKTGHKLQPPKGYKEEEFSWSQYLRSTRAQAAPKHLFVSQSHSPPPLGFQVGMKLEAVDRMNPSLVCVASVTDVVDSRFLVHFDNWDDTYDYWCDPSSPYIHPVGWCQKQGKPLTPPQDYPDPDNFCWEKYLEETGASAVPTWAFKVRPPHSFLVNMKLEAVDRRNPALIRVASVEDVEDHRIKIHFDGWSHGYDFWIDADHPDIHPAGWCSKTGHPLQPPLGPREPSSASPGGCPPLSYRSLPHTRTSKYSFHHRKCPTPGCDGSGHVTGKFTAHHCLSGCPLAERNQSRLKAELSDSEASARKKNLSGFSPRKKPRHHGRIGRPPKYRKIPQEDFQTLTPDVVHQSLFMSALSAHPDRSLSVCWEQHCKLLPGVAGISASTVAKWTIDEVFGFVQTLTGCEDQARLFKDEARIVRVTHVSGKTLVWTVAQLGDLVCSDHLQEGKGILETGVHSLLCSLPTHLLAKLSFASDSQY
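Displacement of a biotinylated histone H3(1-15) peptide monomethylated at Lys9 (75 nM) from L3MBTL1 (50 nM) was measured by AlphaScreen after a 30 min room-temperature compound incubation; cefsulodin titration served as intraplate control.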
* marks the source's active call; other numbers are inactive results; ? = inconclusive; nt = not tested or not shown; & = joins results of further samples; [ ] = dose if it differs, or a comment. Calls come from the whole dose curve; as a rule, active = well fitted curve in the direction sought with a large enough effect; inconclusive = small, poorly fitted or top-dose-only effect, or another doubt; inactive = no such curve, though single readings can be large; an effect the other way counts as inactive or inconclusive. A portion of the library (hit frequency here may not be typical).

SMILES | Luc counter | CBFb-RUNX1 inh | Epigenetic reg | NPSR antagonist | IMPase Li inh | HttQ103 aggreg | L3MBTL1 inh
COc1cccc(C(=O)NCCN2CCN(c3ccc(Cl)cc3)CC2)c1 | -3% | -10% | -0.2% | -20%[46.1 µM] | 11% | nt | 1%
O=C(c1cc2nc(-c3ccco3)cc(C(F)(F)F)n2n1)N1CCc2ccccc2C1 | -7% | -1% | -2.2% | -16%[46.1 µM] | 10%[38.3 µM] | -24% | 1%
COC(=O)Nc1ccc(S(=O)(=O)N2CCCC(C(=O)NC3CCCCC3)C2)cc1 (stereo unspecified) | 0% | 9% | 2.1% | 3% | 1% | -6% | nt
COc1ccc(-n2nnnc2SCC(=O)c2ccc3c(c2)OCCO3)c(OC)c1 | -4% | 0% | -0.2% | -14%[46.1 µM] | 11%[38.3 µM] | 4% | 7%
COC(=O)C1C(c2ccc(OC)cc2)Nc2nnc(C(F)(F)F)n2C1(C)O (stereo unspecified) | 1% | -2% | -1.4% | 4% | -5% | 2% | -2%
Cc1cc(S(=O)(=O)N2CCCC(C(=O)Nc3ccc(C(=O)O)cc3)C2)ccc1Cl (stereo unspecified) | 1% | -2% | -1.1% | -5% | 12% | nt | 1%
COc1ccc(-c2nc(SC(CC(=O)NCCN3CCOCC3)c3cccs3)n[nH]2)cc1 (stereo unspecified) | 3% | 5% | -2.6% | -8% | 2% | -9% | nt
CC(C)CC(=O)Nc1ccc(S(=O)(=O)NCc2ccco2)cc1 | -2% | -1% | -1.7% | 11%[46.1 µM] | 10%[38.3 µM] | 5% | nt
O=C(Nc1nccs1)c1c(O)c2c([nH]c1=O)CCCC2 | nt | ? | -1.1% | 21%[7.67 µM] | nt | 23%[9.22 µM] | 57%[activator]
O=C(CSc1nc(Cc2ccccc2)nc2ccccc12)c1ccc2c(c1)OCCO2 | 2% | 15% | -4.3% | -16%[46.1 µM] | 35%[activator][38.3 µM] | 24% | -5%
CCOC(=O)c1cc(-c2ccc(OC)cc2)n(CCC(=O)NC2CCN(Cc3ccccc3)CC2)c1C | 0% | 23% | -1.1% | ? | 25% | -30% | -1%
O=c1c2ccccc2nc2n1C(CSc1ccc(Br)cc1)CN2 (stereo unspecified) | -2% | -1% | 4.5% | -4%[46.1 µM] | -16%[38.3 µM] | -10% | 12%
CC1(C)Cc2c(c(-c3ccccc3)nc(N3CCOCC3)c2C(N)=O)CO1 | 1% | 0% | -3.2% | -7%[46.1 µM] | -6%[38.3 µM] | 4%[9.22 µM] | nt
Cc1nonc1NC(=O)c1ccccc1Br | 2% | 4% | -0.7% | -2%[46.1 µM] | 3%[38.3 µM] | -7% | nt
COc1ccc(-c2nn(-c3ccccc3)cc2/C=N/Nc2ccccn2)cc1 | -3% | -1% | 7.2% | -19% | 5% | ? | ?
O=C(COC(=O)C1COc2ccccc2O1)NC(=O)NC1CCCC1 (stereo unspecified) | 0% | 1% | -0.1% | -1%[46.1 µM] | 20%[38.3 µM] | -3% | nt
COc1ccc(C(=O)/C=C/c2cccs2)c(OC(=O)N2CCOCC2)c1 | 6% | -5% | -1.1% | -4% | -13% | -6% | 4%
CCOC(=O)NC1=NCC(C)S1 (stereo unspecified) | nt | 15% | 1.0% | -6% | nt | -7%[9.22 µM] | 2%
CC1CCN(CC(=O)N2c3ccccc3CC2C)CC1 (stereo unspecified) | 2% | 15% | -1.2% | 11% | 9% | -15% | 10%
NC(=S)Nc1ncc(CCN2CCOCC2)c(-c2ccc(F)cc2)n1 | 1% | 13% | 2.4% | 0% | -11% | -7% | 11%
Cc1ccc2c(CC(=O)Nc3cccc(S(=O)(=O)N4CCOCC4)c3)coc2c1 | -3% | 1% | -4.2% | -1% | 11% | 21% | -5%
Cc1cc2oc(=O)cc(C)c2cc1NC(=O)CCC(=O)O | 3% | 7% | -0.3% | 4%[46.1 µM] | 17%[38.3 µM] | 0%[9.22 µM] | nt
N/C(Cc1ccc([N+](=O)[O-])cc1)=N\OC(=O)c1ccccc1Br | 1% | -1% | 0.0% | -9% | 3% | 30% | -2%
Cc1c(Cl)cccc1NC(=S)NCC(c1cccnc1)N(C)C (stereo unspecified) | nt | 6% | -0.2% | 5% | -8% | 2% | nt
CCOC(=O)N1CCN(C(=O)Cn2ncc3ccccc32)CC1 | 0% | 1% | -0.8% | 4%[46.1 µM] | 22%[38.3 µM] | -8% | -5%

Additional records follow.
SMILES | Luc counter | CBFb-RUNX1 inh | Epigenetic reg | NPSR antagonist | IMPase Li inh | HttQ103 aggreg | L3MBTL1 inh
Cc1ccc(/C=N/n2c(C)nnc2C)cc1 | 1% | 8% | 0.0% | -4%[46.1 µM] | -5%[38.3 µM] | 17% | 9%
N=c1c2c(-c3ccccc3)c(-c3ccccc3)oc2ncn1CCCN1CCOCC1 | -6% | 5% | 0.0% | ? | 13%[38.3 µM] | -12% | -1%
Cc1cc(C)c(NC(=O)c2c[nH]c(=S)n2-c2ccc(F)cc2)c(C)c1 | 2% | -7% | -0.6% | -2% | 1% | 1% | -2%
CC(=O)C(Sc1ncnc2c1nnn2-c1ccc(F)cc1)C(=O)N(C)C (stereo unspecified) | -2% | 4% | 13% | -11%[46.1 µM] | -10%[38.3 µM] | 7% | 2%
Cc1cc(C)n(-c2ccc(C(=O)Nc3ccccn3)cc2)n1 | ? | 8% | -1.2% | -6%[46.1 µM] | -6%[38.3 µM] | 13%[9.22 µM] | -3%
CCOC(=O)CSc1ncnc2c1c(-c1ccccc1)cn2-c1ccc(OC)cc1 | 1% | 10% | -1.5%&-1.0% | -45% | 0% | 16% | 8%
O=C(c1ccccc1)N1CCN(C(=O)c2cc3ccccc3o2)CC1 | -1% | 2% | -0.3% | -5%[46.1 µM] | -5%[38.3 µM] | -15% | 3%
COc1ccc(N(CC(=O)NN=C2CCCC2)S(=O)(=O)c2ccccc2)cc1Cl | 0% | -4% | 2.5% | 10% | -7% | -12% | 1%
O=C(CN(CCO)c1ccccc1)Nc1cccc(S(=O)(=O)N2CCCC2)c1 | 1% | -21% | 2.3% | -17% | 15% | -31% | -7%
Cc1cccc2cc3c(NC(=O)CC(C)C)nn(C)c3nc12 | 0% | 12% | -10% | -5%[46.1 µM] | -4%[38.3 µM] | 5% | 50%[activator]
CCOc1ccccc1C(=O)N(Cc1ccco1)C1CCS(=O)(=O)C1 (stereo unspecified) | 0% | -3% | 2.7% | -9%[46.1 µM] | -7%[38.3 µM] | 12% | 2%
Cc1cc(C)n(-c2nnc(N3CCN(c4ccc(F)cc4)CC3)nn2)n1 | -14% | 17% | -1.4% | -18% | 23% | 11µM* | ?
Cc1sc2nc3c(SC(C)C(=O)O)cc(C(=O)c4ccccc4O)cn3c(=O)c2c1C (stereo unspecified) | 2% | 0% | -0.9% | -49% | -2% | ? | -4%
CCNC(=S)NNC(=O)c1ccccc1OC(F)F | -5% | 7% | 1.9% | -7%[46.1 µM] | 12%[38.3 µM] | 0% | nt
Cc1nonc1OCCn1nnnc1N | 5% | 3% | 0.0% | -2%[46.1 µM] | 7%[38.3 µM] | -15% | 10%
Clc1ccc(SCCn2cncn2)cc1 | 7% | 8% | -1.1% | -6%[46.1 µM] | -6%[38.3 µM] | ? | nt
Cc1cc(CNC(=O)Cc2ccccc2)c2ccccc2n1 | 2% | -1% | -1.1% | 10% | 5% | 1% | nt
CCOC(=O)c1ccc2c(c1)C(=O)N(C1CCCCC1)C2=O | -3% | 4% | 0.0% | -19%[46.1 µM] | -1%[38.3 µM] | 0% | 4%
COC(=O)Cn1cc(C(=O)C(F)(F)F)c2ccccc21 | -1% | 4% | -1.8% | -2% | 10% | -8%[9.22 µM] | -1%
COc1cc(OC)cc(C(=O)NNC(=S)Nc2ccc(S(N)(=O)=O)cc2)c1 | 5% | -2% | -1.9%[10.1 µM] | 14% | 1% | -13%[9.22 µM] | 53%[activator]
O=C(O)CCCCCN1C(=O)/C(=C/c2ccncc2)SC1=S | -1% | -3% | -0.9% | -4% | 7% | 42%[9.22 µM] | 5%
O=C1NCCN1Cc1ccc(Cl)cc1 | 2% | 0% | -0.6% | 12% | -2% | -14% | nt
CNC(=O)C1CC(=O)N(CCCc2ccccc2)C(=Nc2ccccc2)S1 (stereo unspecified) | -1% | -2% | 0.7% | -25%[46.1 µM] | 10%[38.3 µM] | 14% | nt
COc1ccccc1CNC(=O)c1cc2c(=O)[nH]c3ccccc3c2n1C | 4% | 10% | -1.5% | 17% | -5% | 13% | -23%
Fc1ccc(NC(=S)NCc2cccnc2)cc1 | 3% | 4% | -0.8%[10.1 µM] | 15% | -4% | 3%[9.22 µM] | 4%

(cont.)
SMILES | Luc counter | CBFb-RUNX1 inh | Epigenetic reg | NPSR antagonist | IMPase Li inh | HttQ103 aggreg | L3MBTL1 inh
CC(=O)OCC(=O)NCc1ccc2c(c1)OCO2 | 12% | ? | 0.0% | -6%[46.1 µM] | 15%[38.3 µM] | -8% | -1%
O=C(O)c1ccc(CNC(=O)c2ccc(Br)o2)cc1 | -2% | 4% | -2.6% | -3%[46.1 µM] | 2%[38.3 µM] | -14% | -6%
O=C(c1cccs1)N1CCC2(O)CCCCC2C1c1ccc(F)cc1 (stereo unspecified) | 4% | 7% | -1.1% | 4% | -4% | 13% | 3%
CSc1nnc(Cn2c(=O)sc3ccccc32)n1-c1cccc(Cl)c1 | -2% | 1% | -1.1% | -12%[46.1 µM] | -3%[38.3 µM] | -17% | -1%
CCOC(=O)c1sc(NC(=S)NC(=O)c2ccccc2Cl)c(C(=O)OCC)c1C | 3% | 5% | -2.3% | -4%[46.1 µM] | -13% | 21% | -4%
CCN(C(=O)CCCC(=O)N(CC)c1ccccc1)c1ccccc1 | 13% | 11% | -5.0% | 4% | -3% | -4% | 2%
O=C(NCc1ccco1)c1csc2c1CCCC2 | 0% | -11% | 1.1% | 5% | 5% | 3% | -7%
CCc1ccc(C2CC(c3ccc(C)cc3)Nc3nc(N)nn32)cc1 (stereo unspecified) | 1% | -1% | -1.0% | 1% | 2% | 12% | 9%
COc1cc(C(=S)N2CCCC2)cc(Cl)c1OCC(=O)Nc1ccc(C)cc1C | -2% | 16% | 0.9% | -16% | 1% | 12% | -11%

Fetched by compound from the entries so far (3):
SMILES | Luc counter | CBFb-RUNX1 inh | Epigenetic reg | NPSR antagonist | IMPase Li inh | HttQ103 aggreg | L3MBTL1 inh
COc1cc(C(=S)N2CCCC2)cc(Cl)c1OCC(=O)Nc1ccc(C)cc1C | -2% | 16% | 0.9% | -16% | 1% | 12% | -11%
CSc1nnc(Cn2c(=O)sc3ccccc32)n1-c1cccc(Cl)c1 | -2% | 1% | -1.1% | -12%[46.1 µM] | -3%[38.3 µM] | -17% | -1%
CCc1ccc(C2CC(c3ccc(C)cc3)Nc3nc(N)nn32)cc1 (stereo unspecified) | 1% | -1% | -1.0% | 1% | 2% | 12% | 9%
